# Screening data: PubChem, National Center for Advancing Translational Sciences (NCATS)
# TRHR enhancer = allosteric enhancers of human TRH receptor | TRHR cells, fluo-8 calcium fluorescence, EC20 TRH enhancement | hit rate 0.66% among 360,000 | enhancement, % at 2 µM | AID 493056; in the data active means enhancement above about 30%; further: 0% is about no effect
#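 Enhancer read-out: after compound pinning and an initial kinetic agonist-mode read, an EC20 of TRH (10 nM final) was injected and fluo-8 calcium signal (Ex 480/Em 530) followed at 1 s/cycle for 100 cycles in TRHR-expressing cells.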
# D2 agonist = activates the human D2 dopamine receptor; AID 485358; activation, % at 2 µM; hit rate 0.53% among 340,000; HEK293 T-REx D2 cells, calcium flux agonist mode;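 active means activation over 3 SD above normal in the single-dose calcium agonist read, cut at about 30% in these data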; further: 0% is about no effect
# Target sequence (P14416 whole entry, looked up): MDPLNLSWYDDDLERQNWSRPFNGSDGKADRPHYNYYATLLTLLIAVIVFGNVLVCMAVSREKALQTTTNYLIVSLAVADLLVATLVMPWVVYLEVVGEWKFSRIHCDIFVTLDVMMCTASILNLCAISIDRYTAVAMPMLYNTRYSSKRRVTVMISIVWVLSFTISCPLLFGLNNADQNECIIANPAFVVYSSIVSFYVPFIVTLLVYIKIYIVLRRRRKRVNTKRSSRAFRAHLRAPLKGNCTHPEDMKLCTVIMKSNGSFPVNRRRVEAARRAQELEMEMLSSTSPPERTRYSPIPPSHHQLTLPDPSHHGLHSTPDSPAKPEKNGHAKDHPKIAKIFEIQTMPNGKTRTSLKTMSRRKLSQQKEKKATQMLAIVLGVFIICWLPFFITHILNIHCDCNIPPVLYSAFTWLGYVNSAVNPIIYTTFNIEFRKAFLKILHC
#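 In this primary screen, compounds producing a positive calcium signal within 180 s of addition to tetracycline-induced, force-coupled HEK293 Trex D2 cells are flagged; cells are dye-loaded with a no-wash calcium kit beforehand.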
# USP1 inh = USP1/UAF1 (human) deubiquitinase inhibition. Potency, µM (series often up to 57.1 µM), inactives show top-dose activity change, negative = inhibition, most hits filed as inhibitors. hit rate 0.23% among 390,000. recombinant USP1/UAF1, Ub-Rhodamine cleavage fluorescence. O94782. AID 743255; further: potency means the concentration at half of the fitted maximal effect; on the % scale 0 is the no-effect control and ±100 the full control effect; nearly all actives have a fitted effect of over 60% in size; inactives centre near -12
#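 USP1/UAF1 complex (1 nM) preincubated 15 min at room temperature with compound, then Ub-Rho substrate (150 nM final) added. Kinetic fluorescence at 480/540 nm over 6 reads at 60 s intervals; 50 mM HEPES pH 7.8, 0.5 mM EDTA, 0.1 mg/ml BSA, 1 mM TCEP, 0.01% Tween-20.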
# PI4K2A inh = inhibitors of human PI4K2A; Q9BTU6; purified PI4K2A, ADP-Glo luminescence, 1 h; hits give low values; activity change, negative = inhibition, % at 76.9 µM; hit rate 0.13% among 420,000; in the data active means activity change below about -50%; inconclusive means mostly about -30% to -49%;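 further: -100% = wells without enzyme as full effect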
#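 In this quantitative HTS, ADP production by PI4K2A was quantified luminescently after 1 h at ambient temperature; 100 microM adenosine served as plate-quality control.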
# TrxR1 substrate = substrates of rat thioredoxin reductase 1; O89049; AID 588456; hit rate 0.01% among 390,000; purified TrxR1 substrate turnover, NADPH consumption readout; Potency, µM (highest dose often 114 µM), for the others: top-dose activity change, negative = substrate turnover; further: potency means the concentration at half of the fitted maximal effect; on the % scale 0 is the no-effect control and ±100 the full control effect; nearly all actives have a fitted effect of over 50% in size
# Target sequence (O89049 whole entry, looked up): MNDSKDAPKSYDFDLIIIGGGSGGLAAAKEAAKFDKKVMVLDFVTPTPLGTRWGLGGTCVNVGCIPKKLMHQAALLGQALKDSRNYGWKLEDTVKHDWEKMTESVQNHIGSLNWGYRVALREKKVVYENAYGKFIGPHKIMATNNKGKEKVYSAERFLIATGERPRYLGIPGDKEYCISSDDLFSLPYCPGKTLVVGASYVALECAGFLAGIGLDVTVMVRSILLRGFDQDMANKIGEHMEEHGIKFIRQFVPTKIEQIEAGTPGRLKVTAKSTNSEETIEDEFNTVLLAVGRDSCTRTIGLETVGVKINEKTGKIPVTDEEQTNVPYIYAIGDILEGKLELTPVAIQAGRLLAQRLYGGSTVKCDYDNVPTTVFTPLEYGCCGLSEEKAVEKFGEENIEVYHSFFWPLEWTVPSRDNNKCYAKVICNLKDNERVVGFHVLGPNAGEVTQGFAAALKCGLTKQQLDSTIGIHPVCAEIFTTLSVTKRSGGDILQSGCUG
#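 Rat TrxR1, dispensed at 90 nM, was prereduced with 400 uM NADPH (final) for 5 min at ~22 deg C, then incubated with compound 15 min before 400 uM selenite. A first-read NADPH fluorescence drop versus no-compound background flagged substrates.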
# D2 antag = D2 dopamine receptor (human) antagonism; P14416; HEK293 TREx D2 cells, calcium flux, dopamine EC80; inhibition, % at 10 µM; hit rate 2% among 340,000; in the data active means inhibition above about 30%; further: 0% is about no effect
#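 Measurement of antagonist activity uses fluorescent calcium dye in inducible HEK293 T-REx D2 cells: 10 s baseline, compound addition with 180 s read, EC80 dopamine addition with a further 180 s read.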
# IDH1 R132H inh = inhibitors of human mutant IDH1 R132H | hit rate 0.093% among 390,000 | Potency, µM (series often up to 76.6 µM), for the others: at the highest dose activity change, negative = inhibition, actives largely listed as inhibitors | O75874 | IDH1-R132H enzyme, NADPH consumption, diaphorase/resazurin fluorescence | AID 602179; further: potency means the concentration at half of the fitted maximal effect; on the % scale 0 is the no-effect control and ±100 the full control effect; nearly all actives have a fitted effect of over 65% in size
#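 IDH1-R132H (0.5 ug/mL) preincubated 30 min with compound, then NADPH (0.016 mM) and alpha-KG (2 mM) added; 80 min at RT, pH 7.5. Remaining NADPH coupled via diaphorase/resazurin to fluorescence (540/590 nm); concentration-response curves normalized to no-enzyme control.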
# TRHR agonist = activates the human TRH receptor | hit rate 0.18% among 360,000 | AID 493084 | TRHR cells, calcium flux fluo-8, FDSS agonist mode | activation, % at 2 µM; in the data active means activation above about 30%; further: 0% is about no effect
#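 Steps: seed TRHR cells overnight; add fluo-8 no-wash Ca dye, RT 30 min–1.5 h; record 10 s baseline; pin-transfer compounds; monitor fluorescence 1 cycle/s for the agonist window. Calcium increases flag candidate agonists.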
# TrxR1 inh = inhibitors of rat thioredoxin reductase 1. hit rate 1% among 390,000. AID 588453. recombinant rTrxR1, NADPH fluorescence consumption, selenite substrate. O89049. Potency, µM (titrated, usually from 114 µM), without a hit: at the top dose activity change, negative = inhibition, most hits filed as inhibitors; further: potency means the concentration at half of the fitted maximal effect; on the % scale 0 is the no-effect control and ±100 the full control effect; nearly all actives have a fitted effect of over 65% in size
#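 Rat TrxR1 (90 nM in the dispensed reagent) was pre-reduced with 400 uM NADPH for 5 min at room temperature, then incubated with compound for 15 min. After 400 uM selenite was added, NADPH fluorescence (Ex 340/Em 450 nm) was followed for 8 min.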
# Starred values were filed as active, the others as inactive; ? = inconclusive; . = no result given; [ ] = remark or other dose. Unless noted, the call rests on the fitted dose curve; in most records, active means well fitted inhibition curve with a large enough effect; inconclusive means small, poorly fitted or top-dose-only effect; inactive means no such curve, though single readings can be large or run the other way. The order is random. Share with any hit: about 3.9%.
# Keys – A = TRHR enhancer; B = D2 agonist; C = USP1 inh; D = PI4K2A inh; E = TrxR1 substrate; F = D2 antag; G = IDH1 R132H inh; H = TRHR agonist; I = TrxR1 inh
> COc1cc(NC(=S)NC2CC(C)(C)NC(C)(C)C2)c(OC)cc1Cl
  A = 1; B = 0.3; C = -1%; D = -4; E = -10%; F = -10; G = 29%; H = 0.0; I = -24%
> COCCCN1CC(=O)N2C(c3ccccc3)c3[nH]c4ccccc4c3C[C@H]2C1=O (some centres undefined)
  A = 8; B = 0.1; C = -7%; D = 8; E = 8%[57.1 µM]; F = -9; G = -2%; H = 0.6; I = -3%[57.1 µM]
> COc1ccc(-c2csc(C)n2)cc1
  A = -1; B = 0.1; C = -22%; D = -1; E = -8%[57.1 µM]; F = 8; G = 0%; H = -0.2; I = -10%[57.1 µM]
> O=C(Nc1cc(=O)[nH]c2ncnn12)c1ccccc1
  A = 0; B = 0.3; C = -13%; D = -7; E = 5%[57.1 µM]; F = 1; G = -2%; H = 0.4; I = -6%[57.1 µM]
> Cc1nnc(SCC(=O)NC(=O)Nc2ccc3c(c2)OCCO3)n1N
  A = 0; B = -0.5; C = -13%; D = -2; E = -2%; F = 8; G = 0%; H = 0.6; I = -3%
> CC(NC(=O)C(NC(=O)C(Cc1c[nH]c2ccccc12)NC(=O)OC(C)(C)C)C(C)C)C(N)=O (centres undefined)
  A = 4; B = 0.8; C = -13%; D = -10; E = 5%[57.1 µM]; F = -18; G = 3%; H = 0.1; I = 11%[57.1 µM]
> COc1cc(CCCN2C(=S)NC[C@@H]2CC2CCCCC2)cc(OC)c1OC
  A = -1; B = 0.0; C = -22%; D = -2; E = 7%; F = 0; G = 10%; H = -1.1; I = 11%
> Cc1ccc(/C(C#N)=C\c2ccc(N3CCOCC3)o2)cc1
  A = -7; B = 5.4; C = 25µM*; D = 0; E = -2%; F = -5; G = 2%; H = 13; I = 2.2µM*
> O=c1c(=O)n(-c2ccccc2)ccn1Cc1c(F)cccc1Cl
  A = -3; B = -0.6; C = 12%; D = 3; E = -12%; F = .; G = -10%; H = 0.3; I = -25%
> COc1ccc(CCN(C)C(=O)CSc2nnc(C3CC3)n2N)cc1OC
  A = 1; B = 0.3; C = -10%; D = 0; E = -3%; F = -1; G = -1%; H = 0.5; I = 4%
> Cc1cc(C)c(S(=O)(=O)Nc2ccc(O)cc2)c(C)c1
  A = -3; B = -0.7; C = -12%; D = -8; E = 6%; F = -4; G = 10%; H = -0.5; I = 10%
> CC[C@H](C)[C@H](NS(=O)(=O)c1ccc(C)cc1)C(=O)N1CCC(C(=O)N[C@H](C(=O)O)C(C)C)CC1
  A = -2; B = 0.8; C = 0%; D = -3; E = -6%; F = -8; G = -12%; H = 0.0; I = 5%
> COc1ccc(/C(C)=N/NC(=O)CNC(=O)C2COc3ccccc3O2)c(OC)c1 (centres undefined)
  A = -4; B = -1.4; C = -16%; D = 2; E = 7%; F = 7; G = 3%; H = -0.4; I = 15%
> CCN(CCCNC(=O)C1CCC(=O)N1C(C)C)c1cccc(C)c1 (centres undefined)
  A = 7; B = 1.1; C = -14%; D = 5; E = -10%[57.1 µM]; F = 17; G = 3%; H = -0.5; I = 12%
> CN(C(=O)COC(=O)c1ccc(CN2CCCC2=O)cc1)c1ccccc1
  A = 3; B = 0.2; C = -13%; D = -5; E = 5%; F = -11; G = 2%; H = 0.1; I = 9%
> COCCCNC(=O)Cc1ccc(-n2c(C)nc3cccnc32)cc1
  A = -6; B = -1.0; C = -22%; D = -4; E = 5%; F = -9; G = 4%; H = 1.0; I = 5%
> CC(=O)Nc1nc2ccc(-c3nc4ccccc4o3)cc2s1
  A = 4; B = -0.1; C = -3%; D = -3; E = 40%[activator]; F = -1; G = 3%; H = 0.6; I = ?
> CCc1ccc(OCC(=O)OCC(=O)NCCNC(=O)COC(=O)COc2ccc(CC)cc2)cc1
  A = 14; B = 0.0; C = 4%; D = 2; E = -7%; F = -25; G = 5%; H = -0.3; I = -9%
> Cc1cnc(NC(=O)CSc2nnc(-c3cccs3)n2C)s1
  A = -2; B = 0.4; C = 3%; D = 0; E = -8%; F = -1; G = 5%; H = -0.1; I = -3%
> Cc1ccc(S(=O)(=O)N(C)C)cc1NC(=O)CCCNC(=O)c1ccc(Cl)cc1
  A = -1; B = -0.7; C = -5%; D = 2; E = -11%; F = 41*; G = 1%; H = -0.4; I = -13%
> COc1ccc(OC)c(S(=O)(=O)N2CCN3CCCC3C2)c1 (centres undefined)
  A = 2; B = 0.5; C = -5%; D = 3; E = -11%; F = -12; G = -1%; H = 1.0; I = 3%[57.1 µM]
> Cc1nc(-c2ccccc2)sc1-c1ccc(SCC(=O)NCc2ccccc2)nn1
  A = -7; B = .; C = -16%; D = -2; E = 19%; F = .; G = -3%; H = 0.3; I = 27%
> Cc1ccccc1N1CCN(S(=O)(=O)c2cccs2)CC1
  A = -6; B = 0.0; C = -15%; D = 6; E = 1%; F = 2; G = -2%; H = 1.9; I = 8%
> Cc1ccc(O)c(NS(=O)(=O)c2cccc3nsnc23)c1
  A = -7; B = 0.0; C = -10%; D = 3; E = -5%; F = 2; G = -6%; H = -1.4; I = 15%
> COc1ccc(C(=O)NCC2CCCO2)cc1S(=O)(=O)N1CCCc2ccccc21 (centres undefined)
  A = 2; B = 0.5; C = -17%; D = 1; E = 5%[57.1 µM]; F = 4; G = 3%; H = -0.4; I = 4%[57.1 µM]
> COc1ccc(C(CNC(=O)c2cccc([N+](=O)[O-])c2)N2CCOCC2)cc1 (centres undefined)
  A = 1; B = 0.0; C = 4%; D = -1; E = 3%; F = .; G = 3%; H = -0.3; I = 20%
> CN(C)c1ccc(S(=O)(=O)NCC(=O)NCC2CCCCC2)cc1[N+](=O)[O-]
  A = -2; B = -0.4; C = -21%; D = 1; E = 3%; F = -9; G = 3%; H = -1.5; I = 13%
> O=C(Nc1ccc(C(=O)NCc2ccccc2)cc1)C1=CSCCO1
  A = -1; B = 0.1; C = -24%; D = -7; E = -2%; F = 3; G = -2%; H = -0.1; I = 9%
> FC(F)(F)c1cccc(NC(=S)Nc2cccc(Cl)c2)c1
  A = -2; B = 0.2; C = -17%; D = -9; E = -10%; F = -8; G = 15%; H = 0.8; I = ?
> COc1cccc(C(=O)NCc2ccc3c(c2)OCO3)c1
  A = 1; B = 1.0; C = -18%; D = -5; E = -5%; F = 11; G = 2%; H = 0.1; I = 0%[57.1 µM]

# Printed as active in TrxR1 inh (from the list above):
SMILES,TRHR enhancer,USP1 inh,PI4K2A inh,TrxR1 substrate,D2 antag,TrxR1 inh
Cc1ccc(/C(C#N)=C\c2ccc(N3CCOCC3)o2)cc1,-7,25µM*,0,-2%,-5,2.2µM*

# (more compounds)
# Keys – A = TRHR enhancer; B = D2 agonist; C = USP1 inh; D = PI4K2A inh; E = TrxR1 substrate; F = D2 antag; G = IDH1 R132H inh; H = TRHR agonist; I = TrxR1 inh
> O=C(CC1NCCNC1=O)OCc1ccccc1 (centres undefined)
  A = 0; B = 0.9; C = 6%; D = -1; E = 9%[57.1 µM]; F = -7; G = 1%; H = 0.6; I = -1%[57.1 µM]
> COc1ccc(NS(=O)(=O)c2cccc3ccccc23)cc1
  A = .; B = .; C = 3%; D = 2; E = 4%[57.1 µM]; F = .; G = -1%; H = .; I = -2%[57.1 µM]
> CC(NC(=O)CSC1=NCCS1)c1ccccc1 (centres undefined)
  A = 1; B = 0.5; C = -6%; D = 6; E = -6%; F = 7; G = -7%; H = 0.1; I = -12%
> COc1ccc(C)cc1S(=O)(=O)N(C)CC(=O)NC1CCCC1
  A = -1; B = 0.6; C = -9%; D = -5; E = 2%; F = 7; G = 0%; H = -0.2; I = 13%
> O=C(O)C1C2C=CC(C2)C1C(=O)NCCCN1CCCC1=O (centres undefined)
  A = 0; B = 0.5; C = -5%; D = 3; E = -10%; F = 18; G = -10%; H = 0.5; I = -7%
> COc1ccc(-c2nc3c(C(=O)NCCN(C)C)cccc3c3ccccc23)cc1
  A = .; B = .; C = -7%; D = 1; E = 10%[11.4 µM]; F = .; G = 0%; H = .; I = -10%[11.4 µM]
> O=C(NC1CCCc2ccccc21)c1cc(S(=O)(=O)N2CCOCC2)ccc1F (centres undefined)
  A = -6; B = 1.3; C = -17%; D = -4; E = 3%; F = -7; G = 0%; H = -2.2; I = 28%
> Cc1c(C(=O)NCc2ccc3c(c2)OCO3)oc2ccc(S(=O)(=O)N3CCC(C)CC3)cc12
  A = -2; B = 0.5; C = -24%; D = 3; E = -3%; F = -20; G = -4%; H = 1.4; I = 5%
> COc1ccc(COC(=O)c2c(C)nn(-c3ccccc3)c2Cl)cc1
  A = -9; B = 0.4; C = -14%; D = -1; E = -1%; F = 7; G = -7%; H = 1.4; I = 27%
> COc1ccc(-c2cc(C#N)nc(Oc3ccc(Cl)cc3)n2)cc1
  A = -2; B = 1.3; C = -11%; D = 14; E = 56%[activator]; F = 4; G = -6%; H = 1.9; I = 10%
> CC1C(=O)N2CCCc3cc(NC(=O)c4ccccc4Br)cc1c32 (centres undefined)
  A = -2; B = -0.1; C = -3%; D = 2; E = 7%; F = 2; G = 3%; H = -0.3; I = 12%
> O=C(CN1CCCCC1)N/N=C/c1ccc(Cl)cc1Cl
  A = 5; B = 0.3; C = -4%; D = 4; E = -1%; F = -5; G = -4%; H = -1.2; I = 27%
> Cc1ccc(Nc2nc(N)nc(CSc3nnnn3-c3ccccc3)n2)cc1
  A = -3; B = 0.6; C = -14%; D = 1; E = 3%[57.1 µM]; F = 4; G = 7%; H = -0.3; I = 11%
> CC12CC3CC(C)(C1)CC(C(=O)Nc1nn[nH]n1)(C3)C2
  A = 7; B = .; C = 5%; D = 0; E = 4%; F = .; G = 6%; H = 0.2; I = 16%

# Two compounds from above, limited to TrxR1 inh.
molecule | TrxR1 inh
Cc1ccc(Nc2nc(N)nc(CSc3nnnn3-c3ccccc3)n2)cc1 | 11%
CC12CC3CC(C)(C1)CC(C(=O)Nc1nn[nH]n1)(C3)C2 | 16%
